# TWEAK Fn14 block = inhibitors of TWEAK-Fn14 signaling, primary screen, luciferase reporter cells, uHTS; TWEAK-stimulated Fn14 reporter cells, luciferase luminescence, 8 h; inhibition, % at 10 µM; 2% of 360,000 active; in the data active means inhibition above about 50%
# KKLEB tox = cytotoxicity in KKLEB CF airway cells, primary screen, cytotoxicity control for CF NF-kB inhibitor project, cell-based, uHTS, fluorescence assay plates. KKLEB CF airway cells viability, ATPlite luminescence, overnight; stronger effect = lower value; cells stimulated with P. aeruginosa culture filtrate. activity change (cytotoxicity), % at 5 µM. 0.36% of 360,000 active. AID 602141, 2011;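 active means corrected activity change at or below -50% at 5 µM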
# TRAIL sens C8 = viability loss with TRAIL in NB7+C8 cells, primary screen, TRAIL sensitizer project, cell-based, ATPlite luminescence. inhibition (viability loss, TRAIL sensitization), % at 10 µM. 1% of 360,000 active. AID 624354, 2012;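 active means compounds causing at least 50% loss of cell viability in the single-dose screen, relative to plate controls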
# TROY NFkB inh = inhibitors of TROY-driven NF-kB signaling, primary screen, Q293 LMP1-TROYcd cells, NF-kB luciferase, uHTS; Q293 LMP1-TROYcd NF-kB luciferase reporter, 4 h; inhibition, % at 10 µM; 0.98% of 360,000 active; AID 1347056, 2019;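 active means compounds whose plate-normalised and pattern-corrected inhibition of the luciferase reporter signal at the single screening dose is 50% or more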
# CF NFkB inh = inhibitors of PAF-induced NF-kB signaling, primary screen, cell-based, GFP fluorescence, uHTS. KKLEB NF-kB-GFP reporter, GFP fluorescence overnight. inhibition, % at 5 µM. 0.86% of 360,000 active;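 active means at least 50% inhibition at 5 µM, scaled per plate between neutral and stimulator controls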;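 further: PAF is a Pseudomonas aeruginosa culture filtrate used as stimulus; plate controls were PAF-stimulated DMSO wells for no effect and unstimulated DMSO wells for full effect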
# EBV LMP1 NFkB = EBV LMP1-driven NF-kappaB luciferase reporter inhibitors, primary screen, cell-based, luminescence, single point | 0.69% of 350,000 active | inhibition, % at 12.5 µM | LMP1-induced NF-kappaB luciferase reporter cells; in the data active means inhibition above about 41%;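 further: 0% = neutral control wells and 100% = reference inhibitor control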
# Shn3 inh set2 = reduction of Shn3 3'UTR firefly luciferase signal, primary screen, Schnurri-3 inhibitor project, cell-based, Clone20 osteoblasts, set 2; Clone20 osteoblast Shn3 3'UTR firefly luciferase, 24 h; inhibition, % at 12.5 µM; 0.52% of 360,000 active;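 active means mean inhibition of at least 75% with every replicate also reaching 75%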;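 further: 0% = median of neutral control wells and 100% = pilot-screen positive control compound; some compounds past the cut are filed as inactive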
# NCOA3 inh = SRC3 coactivator transcriptional activity inhibitors, primary screen, cell-based, luminescence | Nuclear receptor coactivator 3 (Homo sapiens), Q9Y6Q9 | HEK293 GAL4-SRC3 luciferase reporter | inhibition, % at 3.6 µM | 0.17% of 360,000 active | AID 588352, 2011;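 active means inhibition above a per-campaign cutoff, the mean of all compounds plus 3 SD, cut at about 60% in these data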;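 further: 0% = DMSO-treated cells and 100% = gossypol-treated cells at 36 µM; higher means less SRC3-driven luciferase light from the GAL4 reporter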
# LRH-1 inv ag = LRH-1 (NR5A2) inverse agonists, primary screen, cell-based, luminescence, HEK293T, StAR-luciferase reporter. Nuclear receptor subfamily 5 group A member 2 (Homo sapiens), O00482. inhibition, % at 3.6 µM. 0.13% of 360,000 active. LRH-1 transfected, 24 h;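 active means inhibition above the mean inhibition of all tested compounds plus 3 SD, cut at about 73% in these data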;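 further: 0% = DMSO wells and 100% = reporter-only cells lacking LRH-1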
# COUP-TFII inh = NR2F2 transcriptional activity inhibitors, primary screen, cell-based, luciferase reporter, HEK293T, luminescence; 0.7% of 370,000 active; COUP transcription factor 2 (Homo sapiens), P24468; AID 686940, 2013; HEK293T NGFI-A luciferase reporter; inhibition, % at 8.6 µM;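 active means inhibition above a per-plate cutoff, mean inhibition of test wells between control levels plus 3 SD, cut at about 38% in these data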;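 further: cells cotransfected with COUP-TFII expression vector driving the NGFI-A reporter; 0% = median of COUP-TF2 test wells and 100% = reporter-only cells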
# NCOA1 inh = SRC1 coactivator transcriptional activity inhibitors, primary screen, cell-based, luminescence; Nuclear receptor coactivator 1 (Homo sapiens), Q15788; 0.12% of 360,000 active; inhibition, % at 3.6 µM; HEK293 GAL4-SRC1 luciferase reporter;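 active means inhibition above the campaign mean plus 3 SD, with each screening campaign given its own cutoff, cut at about 60% in these data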;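 further: 0% = DMSO treated cells and 100% = gossypol at 36 µM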
# Target sequence (Q15788 whole entry, looked up, the tested form may be a part): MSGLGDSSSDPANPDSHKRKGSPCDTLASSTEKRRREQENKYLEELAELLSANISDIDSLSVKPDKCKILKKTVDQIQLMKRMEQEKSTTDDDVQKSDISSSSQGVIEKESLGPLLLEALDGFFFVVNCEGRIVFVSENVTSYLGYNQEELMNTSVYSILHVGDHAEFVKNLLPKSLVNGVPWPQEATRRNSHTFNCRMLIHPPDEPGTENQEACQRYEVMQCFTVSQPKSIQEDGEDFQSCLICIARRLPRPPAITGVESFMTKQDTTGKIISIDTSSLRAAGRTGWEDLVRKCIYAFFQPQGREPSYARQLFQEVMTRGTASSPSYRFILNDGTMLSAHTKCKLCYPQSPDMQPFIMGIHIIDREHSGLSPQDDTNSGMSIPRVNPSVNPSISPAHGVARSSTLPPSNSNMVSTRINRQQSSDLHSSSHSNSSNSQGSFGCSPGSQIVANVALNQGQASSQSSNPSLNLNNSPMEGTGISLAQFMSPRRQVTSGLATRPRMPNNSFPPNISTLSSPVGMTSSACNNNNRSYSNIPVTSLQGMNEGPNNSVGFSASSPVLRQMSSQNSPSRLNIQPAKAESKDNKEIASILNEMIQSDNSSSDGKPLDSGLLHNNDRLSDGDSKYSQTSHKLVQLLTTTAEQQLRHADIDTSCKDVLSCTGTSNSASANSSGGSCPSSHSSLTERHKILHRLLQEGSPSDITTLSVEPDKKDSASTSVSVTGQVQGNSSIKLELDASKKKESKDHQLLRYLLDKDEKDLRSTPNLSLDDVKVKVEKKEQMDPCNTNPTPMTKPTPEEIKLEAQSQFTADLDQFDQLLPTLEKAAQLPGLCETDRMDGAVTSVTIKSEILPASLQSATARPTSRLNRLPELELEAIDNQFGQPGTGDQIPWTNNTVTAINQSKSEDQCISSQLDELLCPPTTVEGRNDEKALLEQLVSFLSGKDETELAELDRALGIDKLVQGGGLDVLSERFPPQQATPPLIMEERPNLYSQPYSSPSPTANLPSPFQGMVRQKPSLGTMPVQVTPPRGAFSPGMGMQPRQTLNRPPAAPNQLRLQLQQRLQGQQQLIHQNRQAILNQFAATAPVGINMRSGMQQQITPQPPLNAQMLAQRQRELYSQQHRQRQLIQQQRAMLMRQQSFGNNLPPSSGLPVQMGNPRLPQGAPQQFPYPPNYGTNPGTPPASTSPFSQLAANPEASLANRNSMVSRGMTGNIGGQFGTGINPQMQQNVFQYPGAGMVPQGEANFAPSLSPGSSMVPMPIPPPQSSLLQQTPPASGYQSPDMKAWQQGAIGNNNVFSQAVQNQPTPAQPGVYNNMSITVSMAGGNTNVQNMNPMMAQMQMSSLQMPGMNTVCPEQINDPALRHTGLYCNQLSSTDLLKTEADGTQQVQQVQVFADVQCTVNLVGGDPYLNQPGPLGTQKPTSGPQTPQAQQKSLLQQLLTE
# The depositor's hits bear a star; nt = not tested or not shown. An excerpt; rates above refer to the full screens.
1) CC(N)c1csc(Nc2ccc(S(C)(=O)=O)cc2)n1 (stereo not drawn)
2) COc1ccccc1OCC(=O)N1CCN(C(=O)c2ccco2)CC1
3) Cc1nnc(SCC(=O)Nc2nonc2C)s1
4) COCCNC(=O)c1ccc2nc(Cc3ccc(OC)c(OC)c3)oc2c1
5) C/C=C/C(=O)N1c2ccc(C)cc2C(C)=CC1(C)C
6) Cc1c(Br)cnn1C(C)C(=O)N1CCN(c2ccc(F)cc2)CC1 (stereo not drawn)

entry no.,1,2,3,4,5,6
NCOA1 inh,-20,3,4,-42,6,0
Shn3 inh set2,1,-1,1,-49,13,4
LRH-1 inv ag,4,-3,25,-29,3,7
CF NFkB inh,11,-3,0,-4,0,13
NCOA3 inh,18,14,-6,-61,-2,16
TROY NFkB inh,-12,-15,9,-33,15,-3
TWEAK Fn14 block,4,5,-5,-16,23,6
KKLEB tox,-7,4,3,-2,2,6
COUP-TFII inh,11,-3,20,-22,19,1
EBV LMP1 NFkB,nt,4,-3,-11,-5,-1
TRAIL sens C8,10,1,2,7,-7,29

# Some values from above:
# KKLEB tox, no. 2 is entered as 4
# NCOA3 inh, no. 1 is entered as 18

# 3 of the entries above in order of the Shn3 inh set2 value, falling:
cpd	Compound	Shn3 inh set2
5	C/C=C/C(=O)N1c2ccc(C)cc2C(C)=CC1(C)C	13
1	CC(N)c1csc(Nc2ccc(S(C)(=O)=O)cc2)n1 (stereo not drawn)	1
4	COCCNC(=O)c1ccc2nc(Cc3ccc(OC)c(OC)c3)oc2c1	-49

# Back to the main list; the 2 compounds before the break are reprinted first.
5) C/C=C/C(=O)N1c2ccc(C)cc2C(C)=CC1(C)C
6) Cc1c(Br)cnn1C(C)C(=O)N1CCN(c2ccc(F)cc2)CC1 (stereo not drawn)
7) CCOC(=O)c1cnc(-n2nc(C)cc2C)nc1Oc1ccc(C(=O)OC)cc1
8) CCn1c(CC(=O)Nc2ccc(Cl)c(Cl)c2)nnc1SCc1ccc(C)cc1
9) O=C(O)c1ccccc1NS(=O)(=O)c1ccc(NN=Cc2ccccc2F)c([N+](=O)[O-])c1
10) CS(=O)(=O)Nc1ccc(-c2cn3c(n2)SCC3)cc1
11) O=C(Nc1cccc([N+](=O)[O-])c1)c1ccc2snnc2c1
12) CC(C)CCn1c(SCC(=O)NC2CCS(=O)(=O)C2)nc2cc(Cl)ccc2c1=O (stereo not drawn)

entry no.,5,6,7,8,9,10,11,12
NCOA1 inh,6,0,0,11,-6,-10,-8,-1
Shn3 inh set2,13,4,9,-5,6,-32,-7,-8
LRH-1 inv ag,3,7,-5,0,-11,-2,-1,10
CF NFkB inh,0,13,15,6,20,4,-8,4
NCOA3 inh,-2,16,4,6,-7,-22,-32,10
TROY NFkB inh,15,-3,11,0,43,-3,-3,-6
TWEAK Fn14 block,23,6,-9,-23,-17,-2,8,-15
KKLEB tox,2,6,-30,-8,9,-2,1,7
COUP-TFII inh,19,1,-22,16,3,2,-9,-17
EBV LMP1 NFkB,-5,-1,nt,2,0,-5,4,3
TRAIL sens C8,-7,29,-13,-9,5,9,-16,-1

13) O=C(Nc1cc(S(=O)(=O)Nc2ccc(Cl)cc2)ccc1N1CCCCC1)c1ccc(F)cc1
14) CCC(C(=O)Nc1nc(C)c(C)s1)c1ccccc1 (stereo not drawn)
15) O=C(Nc1nnc(C2=COCCO2)o1)c1cccc(F)c1
16) CS(=O)(=O)N1CCC(C(=O)NCc2ccc(F)cc2Cl)CC1
17) COc1ccccc1N1CCN(C(CNS(=O)(=O)c2ccccc2)c2cccnc2)CC1 (stereo not drawn)
18) Cc1nc(Sc2ccccc2)c(C#N)cc1-c1ccccc1

entry no.,13,14,15,16,17,18
NCOA1 inh,-14,9,-10,-5,4,10
Shn3 inh set2,30,9,4,-8,-5,-34
LRH-1 inv ag,12,-5,-21,5,0,2
CF NFkB inh,20,-10,-8,9,-8,21
NCOA3 inh,18,7,3,0,13,4
TROY NFkB inh,27,7,-4,-4,6,-58
TWEAK Fn14 block,47,1,-5,-2,0,-11
KKLEB tox,-3,-4,-1,-12,9,-6
COUP-TFII inh,4,4,16,8,nt,nt
EBV LMP1 NFkB,12,-2,0,-1,-11,-15
TRAIL sens C8,2,-13,16,-5,-2,3

# Record cards (already shown). Order of values: NCOA1 inh, Shn3 inh set2, LRH-1 inv ag, CF NFkB inh, NCOA3 inh, TROY NFkB inh, TWEAK Fn14 block, KKLEB tox, COUP-TFII inh, EBV LMP1 NFkB, TRAIL sens C8
# `O=C(Nc1cc(S(=O)(=O)Nc2ccc(Cl)cc2)ccc1N1CCCCC1)c1ccc(F)cc1` as listed: -14, 30, 12, 20, 18, 27, 47, -3, 4, 12, 2
# `COc1ccccc1N1CCN(C(CNS(=O)(=O)c2ccccc2)c2cccnc2)CC1` (stereo not drawn) as listed: 4, -5, 0, -8, 13, 6, 0, 9, nt, -11, -2

# Continued:
19) O=C(c1ccccc1)N1CCN(C(=O)c2nn3c(C(F)(F)F)cc(-c4ccco4)nc3c2Br)CC1
20) CC(=O)N/C(=C\c1ccccc1)C(=O)OCC(=O)NC(C)C12CC3CC(CC(C3)C1)C2 (stereo not drawn)
21) COc1ccc(CC(NC(C)=O)C(=O)N2CCN(C(=O)Nc3cccc(Cl)c3)CC2)cc1OC (stereo not drawn)
22) CN(C)S(=O)(=O)c1ccc(N2CCCC2=O)c([N+](=O)[O-])c1
23) COc1ccc(CC(N)c2csc(NC(=O)C(c3ccccc3)c3ccccc3)n2)cc1 (stereo not drawn)
24) Cc1ccc(-n2c(-c3ccccc3)c[nH]c2=S)cc1

entry no.,19,20,21,22,23,24
NCOA1 inh,-3,-6,0,13,1,11
Shn3 inh set2,10,11,-16,-6,60,21
LRH-1 inv ag,-12,-13,1,0,-16,12
CF NFkB inh,20,6,9,5,2,-19
NCOA3 inh,8,-16,-11,-5,-6,18
TROY NFkB inh,-3,6,1,6,11,10
TWEAK Fn14 block,4,22,-7,1,1,-5
KKLEB tox,-6,1,-1,1,-4,12
COUP-TFII inh,3,1,19,14,3,20
EBV LMP1 NFkB,-12,-3,5,-11,nt,-3
TRAIL sens C8,3,-15,13,5,30,-2
